MCL1-BIM inh = inhibitors of MCL1 binding to BIM-BH3, primary screen, biochemical, fluorescence polarization; Induced myeloid leukemia cell differentiation protein Mcl-1 (Homo sapiens), Q07820; inhibition, % at 10.9 µM; GST-MCL1 / FITC-Bim-BH3 fluorescence polarization; 0.68% of 320,000 active; AID 2057, 2009;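 active = inhibition above the mean inhibition of all tested compounds plus 3 SD, set per campaign, cut at about 40% in these data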;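 note: 0% = DMSO wells and 100% = unlabeled Bim-BH3 peptide control; higher means more loss of mP so more displacement of Bim peptide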
Target sequence (Q07820 whole entry, looked up): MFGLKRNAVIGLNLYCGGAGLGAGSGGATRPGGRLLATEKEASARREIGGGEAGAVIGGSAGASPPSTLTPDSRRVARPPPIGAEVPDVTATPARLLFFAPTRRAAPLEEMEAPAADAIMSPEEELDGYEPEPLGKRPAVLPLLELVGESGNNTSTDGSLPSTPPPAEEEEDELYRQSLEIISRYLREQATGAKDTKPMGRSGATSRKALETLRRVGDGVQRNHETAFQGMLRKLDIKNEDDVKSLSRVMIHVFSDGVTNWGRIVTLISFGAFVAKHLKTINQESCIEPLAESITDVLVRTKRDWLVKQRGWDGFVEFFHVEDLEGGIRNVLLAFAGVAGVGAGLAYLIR
CIT2 TOR yeast = modulators of CIT2-GFP expression in yeast, primary screen, S. cerevisiae, GFP fusion, multiplex flow cytometry, MLPCN library; S. cerevisiae CIT2-GFP strain, 3 h; 100 means same as DMSO wells; GFP response vs DMSO, % at 10 µM; 0.065% of 320,000 active; AID 2029, 2009;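 active = GFP response relative to DMSO above a set limit, near the screen mean plus 3 SD, cut at about 150% in these data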;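 note: ratio of well median GFP fluorescence to mean of DMSO wells on the plate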
MEX-5 binding = MEX-5 zinc finger RNA-binding disruptors – biochemical, C. elegans, fluorescence polarization, MLPCN library, primary screen; Zinc finger protein mex-5 (Caenorhabditis elegans), Q9XUB2; MEX-5/FITC-TCR2 RNA binding; stronger effect = lower value; activity score (negative = inhibition of binding), % at 10 µM; 0.38% of 300,000 active; AID 1832, 2009;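 active = inhibition past about -25% in most replicates, and total fluorescence under double the plate's negative control median, limit read from the data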;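 note: 0% = DMSO and -100% = 5 µM competing unlabeled TCR2 RNA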
Target sequence (Q9XUB2 whole entry, looked up): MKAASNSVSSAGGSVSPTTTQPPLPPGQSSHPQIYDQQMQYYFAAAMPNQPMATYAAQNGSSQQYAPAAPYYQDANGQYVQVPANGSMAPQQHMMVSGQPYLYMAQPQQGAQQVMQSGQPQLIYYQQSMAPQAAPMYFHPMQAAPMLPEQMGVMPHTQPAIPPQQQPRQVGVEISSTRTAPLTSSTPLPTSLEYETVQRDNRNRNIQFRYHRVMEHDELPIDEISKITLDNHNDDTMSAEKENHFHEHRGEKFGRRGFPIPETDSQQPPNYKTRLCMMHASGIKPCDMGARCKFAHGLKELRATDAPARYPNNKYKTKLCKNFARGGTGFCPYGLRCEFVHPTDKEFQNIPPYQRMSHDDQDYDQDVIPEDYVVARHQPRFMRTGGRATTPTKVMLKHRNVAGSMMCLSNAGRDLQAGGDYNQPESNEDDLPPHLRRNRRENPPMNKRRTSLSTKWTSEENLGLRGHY
GLD-1 RNA inh = GLD-1/TGE RNA complex disruptors, primary screen, biochemical, fluorescence polarization; purified GLD-1 + fluorescein TGE RNA; 0.44% of 320,000 active; AID 2280, 2010; inhibition, % at 5.96 µM; Female germline-specific tumor suppressor gld-1 (Caenorhabditis elegans), Q17339;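 active = percent inhibition above a per-plate cutoff, the plate mean of test compounds plus 3 SD, cut at about 30% in these data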;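 note: 0% = DMSO wells with GLD-1 and probe and 100% = wells lacking GLD-1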
VLA-4 inh = inhibition in human VLA-4 binding assay, primary screen, VLA-4 allosteric modulator project, MLPCN library, flow cytometry, VLA-4 expressing cells; ligand binding flow cytometry; inhibition, % (about 7 µM as worked out from the volumes in the protocol); 0.2% of 330,000 active; AID 2557, 2010; in the data active = inhibition above about 50%
CR mimetic SO = reduction of superoxide in aged yeast, primary screen, HTS. S. cerevisiae aged cells, superoxide DHE fluorescence; stronger effect = lower value. superoxide response (% of plate mean), % at 10 µM. 0.18% of 330,000 active. AID 2690, 2010;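 active = superoxide response under a set limit, about three screen SD below normal, cut at about 65% in these data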;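 note: yeast aged for seven days with compound at 30 °C before DHE staining; 100% = average MFI of all compound-treated wells on the plate with controls excluded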
AGP1 TOR yeast = modulators of AGP1-GFP expression in yeast TOR pathway, primary screen, cell-based, multiplex flow cytometry, S. cerevisiae, MLPCN library; GFP response vs DMSO, % at 10 µM; 3 h; GFP as percent of DMSO wells; 0.02% of 320,000 active;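 active = GFP response relative to DMSO above a set limit, near screen average plus 3 SD, cut at about 150% in these data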;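 note: median GFP channel fluorescence of the gated AGP1 strain per well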
Bcl-xL primary = inhibitors of human Bcl-xL, primary screen, biochemical, fluorescence polarization, HTS | 0.7% of 320,000 active | Bcl-2-like protein 1 (Homo sapiens), Q07817 | inhibition, % at 10.9 µM | AID 2129, 2009 | GST-Bcl-xL / FITC-Bim BH3 peptide fluorescence polarization;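 active = inhibition above the mean of all tested compounds plus 3 SD, cutoff set per campaign, cut at about 30% in these data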;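 note: 0% = DMSO wells and 100% = unlabeled Bim-BH3 peptide competitor; inhibitors lower millipolarization by displacing the labeled peptide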
Target sequence (Q07817 whole entry, looked up): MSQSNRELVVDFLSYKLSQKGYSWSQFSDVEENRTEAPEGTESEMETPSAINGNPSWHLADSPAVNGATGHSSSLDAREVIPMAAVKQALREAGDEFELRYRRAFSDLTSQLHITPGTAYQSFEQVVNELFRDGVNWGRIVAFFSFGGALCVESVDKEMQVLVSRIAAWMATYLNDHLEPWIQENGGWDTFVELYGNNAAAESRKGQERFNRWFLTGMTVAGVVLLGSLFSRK
GRK2 aptamer HTS = compounds blocking aptamer binding on GRK2 – biochemical, human GRK2, bead flow cytometry, HTS, primary screen. AID 488847, 2010. Beta-adrenergic receptor kinase 1 (Homo sapiens), P25098. inhibition of aptamer binding, % at 10 µM. FAM-aptamer displacement from GRK2. 0.59% of 330,000 active;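 active = inhibition of aptamer binding above 40%, roughly 3 SD of noise, on plates passing a quality check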;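 note: median bead fluorescence of bound FAM aptamer so fluorescent compounds give negative values; no value below 0 was filed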
Numbers without * were called inactive; · = no result given.

Structure	MCL1-BIM inh	CIT2 TOR yeast	MEX-5 binding	GLD-1 RNA inh	VLA-4 inh	CR mimetic SO	AGP1 TOR yeast	Bcl-xL primary	GRK2 aptamer HTS
Cc1ccc(NC(=O)c2cccc(S(=O)(=O)NCc3ccccc3)c2)nc1	0	97	0.3	3	13	98	106	5	0
CC1=C(C#N)C(=O)OC(C)(C)C1	100*	103	-47*	63*	4	102	103	86*	0
NC(=O)c1ccsc1NC(=O)Cc1ccc([N+](=O)[O-])cc1	-1	96	·	4	-5	99	95	6	3
O=C(c1cc(-c2ccccn2)nc2ccccc12)N1CCN(c2ncccn2)CC1	-1	102	-7.4	1	0	99	106	5	2
COc1ccc(C(=O)NCC(=O)N2CCN(c3ncccn3)CC2)cc1OC	2	92	·	-5	12	80	101	0	2
COc1ccc(NC(=O)CN(C)C(=O)c2oc3c(ccc4ccccc43)c2C)cc1	3	91	·	3	1	96	101	7	2
CCN(CC)CCn1c(SCC(=O)Nc2cccc(OC)c2)nc2c(sc3ccccc32)c1=O	12	100	-0.7	-9	8	111	104	7	0
COc1cccc(NC(=O)c2ccc(-n3cnnn3)cc2)c1	10	97	-1.4	2	0	105	91	6	0
COc1ccc(-c2cc(C(F)F)n3ncc(C(=O)Nc4cc(C)on4)c3n2)cc1	1	101	-1.2	0	-7	90	98	3	·
O=C(COc1ccc2c3c(c(=O)oc2c1)CCCC3)N[C@@H](Cc1ccccc1)C(=O)O	-1	110	-0.6	2	3	109	100	2	0
Cc1ccccc1C(=O)Nc1ccc(O)cc1C(=O)O	6	94	2.5	1	-15	98	104	10	2
Clc1ccc(-c2c[n+](Cc3ccc(Br)cc3)c3n2CCCCC3)cc1	-8	94	-2.6	0	13	94	101	-4	0
CCn1c(CNc2cccc(Cl)c2)nnc1SCC(=O)OC1CCCCC1	-7	99	0.5	1	-3	105	100	-8	1
CCCCCOC(=O)NC1CCS(=O)(=O)C1 (stereo not given)	-4	84	0.8	-7	8	98	86	-2	5
O=C(Nc1ccnn1C1CCN(Cc2cccc(OCCO)c2)CC1)C1CCOC1 (stereo not given)	-1	96	-3.0	-2	-8	115	93	3	0
Oc1c(Br)cccc1/C=N/c1ncn[nH]1	-7	105	2.5	1	24	95	104	-3	0
Cn1nc(NC(=O)C2CCC2C(=O)O)c2c(F)cccc21 (stereo not given)	-1	109	3.0	4	11	112	110	2	2
COc1ccc(C(CNC(=O)COc2c(C)cc(C)cc2C)N2CCOCC2)cc1 (stereo not given)	5	89	·	2	11	99	90	2	0
O=C(c1ccc(F)cc1Cl)N1CCN(S(=O)(=O)c2cccs2)CC1	-5	99	-0.5	5	1	96	100	-5	0
O=C(NCc1ccco1)c1ccc(Cl)c(S(=O)(=O)Nc2ccccc2)c1	-1	89	1.1	-4	2	88	95	2	0
N#C/C(=C\c1ccc(-c2cccc(Cl)c2)o1)C(=O)Nc1cccc2cccnc12	-3	93	-0.1	-1	2	104	97	3	0
O=C(CN1C(=O)NC(c2ccccc2)(c2ccccc2)C1=O)NCC(=O)Nc1ccc(F)cc1	-5	92	·	-3	11	97	97	-4	1
Clc1ccccc1-c1ccc(/C=N/n2cnnc2)o1	6	·	-0.9	3	11	109	104	-7	2
COc1ccc(C(=O)N2c3ccccc3C=CC2C#N)cc1 (stereo not given)	17	110	-0.9	0	-6	115	111	1	4
Cc1noc(C)c1S(=O)(=O)NCC(=O)O	-5	102	-1.1	6	5	93	107	5	1
COCCn1c(Cc2ccccc2)nnc1SCC(=O)N1CCOCC1	-3	77	-0.3	6	15	113	104	-5	1
Cc1ccc(C(=O)Nc2ccc(O)cc2C(=O)O)cc1	16	102	0.3	-2	15	103	101	10	0
CCOC(=O)c1cc(S(=O)(=O)N2CCc3ccccc32)cn1C	4	97	-1.4	0	12	91	107	4	0
CCN1CCN(c2nc(Nc3cccc(F)c3)nc(N)c2[N+](=O)[O-])CC1	-1	·	-1.3	2	15	84	·	1	1
COc1ccc(S(N)(=O)=O)cc1N(C)S(=O)(=O)c1ccccc1	-2	102	0.6	-8	3	96	98	-2	0
Cc1ccc(-c2csc3ncnc(SCc4ccc(C(=O)O)cc4)c23)cc1	9	99	2.7	4	18	105	101	7	4
COc1ccc(C)cc1S(=O)(=O)N1CCN(C(=O)c2ncoc2-c2ccccc2C)CC1	-1	104	-1.2	-9	-2	106	106	-1	2
CC(C)S(=O)(=O)c1csc(C(=O)NN)c1Cl	3	97	-0.3	1	-9	89	100	0	0
CCC(=O)Nc1sc2c(c1C(N)=O)CCN(C(C)=O)C2	0	101	1.7	4	25	101	112	4	1
O=C(c1ccc(N2CCCS2(=O)=O)cc1)N1CCN(c2ccc(F)cc2)CC1	-7	100	2.8	-5	-10	117	100	-2	0
O=C(NC(=S)Nc1ccc(CN2CCCCC2)cc1)c1ccco1	6	101	-0.6	-2	-3	118	93	3	0
O=C(O)c1ccc(/C=N/Nc2cccc(C(F)(F)F)c2)cc1	3	103	0.3	2	-4	94	93	7	0
Cc1cc(OCC(=O)O/N=C(\N)c2ccccc2)ccc1Br	4	93	1.6	-1	48	116	99	4	0
Cc1ccc(Cl)c(OCC(=O)N2CCc3ccccc3C2)c1	0	104	1.8	-2	0	105	105	-3	1
CCCN1Cc2cccc(C(=O)N3CCN(c4cc(Cl)ccc4C)CC3)c2C1=O	1	81	0.2	-3	-12	110	83	3	1
Cc1cc(Oc2ccc(=O)n(C)n2)nc(SCC(N)=O)n1	1	96	0.3	6	1	101	103	-5	0
COCCn1nnnc1C(c1ccccc1OC)N1CCN(c2ccccc2)CC1 (stereo not given)	1	103	-1.5	1	0	100	105	4	2
Cc1ccc(Cl)cc1NC(=O)c1cccc(OC(F)F)c1	7	111	0.3	2	0	90	99	7	3
O=c1c(C=Nc2ccc(Oc3ccccc3)cc2)c[nH]n1-c1cccc(Cl)n1	3	·	0.6	-1	11	103	89	2	1
O=c1cc(-c2cccc3ccccc23)[nH][nH]1	3	95	1.9	-1	10	90	101	4	1
COc1ccc(CCN=C(N)NS(=O)(=O)c2cc(F)ccc2F)cc1	8	105	0.9	3	17	96	109	4	0
Cc1cc(NC(=O)C2CC2)n(-c2nc3ccccc3s2)n1	0	96	0.1	-3	4	105	94	3	0
NC(=O)c1nn2c(C(F)(F)F)cc(-c3ccccc3)nc2c1Br	10	87	-0.1	5	8	105	76	12	0
Cc1cc(NC(=O)COc2ccc(C)c(C)c2)no1	0	103	-0.1	7	0	105	100	-1	0
O=C(NNc1nc2cc3c(cc2s1)OCO3)c1cccc(F)c1	-16	103	-4.2	-1	-15	99	106	-7	1
Cc1noc(C)c1N=Nc1ccccc1C(=O)O	1	82	-0.6	1	19	96	93	0	1
O=C(O)CC(NC(=O)c1ccco1)c1ccco1 (stereo not given)	·	105	-3.1	·	-13	114	97	·	2
COc1cc(NC(=O)c2ccc3snnc3c2)cc(OC)c1	5	91	0.4	-4	1	92	103	1	0
CCOc1ccc(/C=N/n2c(COc3ccccc3)n[nH]c2=S)cc1OC	-20	91	-1.2	3	-1	98	84	-7	0
Cc1ccc(OCC(=O)N2CCN(S(=O)(=O)c3ccc(Cl)s3)CC2)cc1C	2	83	·	3	2	136	89	-4	0
Cn1c(CN2CCOCC2)nc2cc(NC(=O)c3ccc(Cl)cc3)ccc21	-9	98	1.1	-2	6	98	103	-2	3
CCn1c(SC/C=C/c2ccccc2)nnc1-c1cnccn1	0	87	0.6	-3	0	85	100	3	0
Cc1nc2sc3c(c2c(=N)n1N)CC(C)(C)OC3	4	99	-0.4	2	4	101	102	1	7
CC(NC(=O)c1ccco1)C12CC3CC(CC(C3)C1)C2 (stereo not given)	9	77	·	3	-1	97	92	5	2
Cc1ccc(-n2nnnc2SCC(=O)N2c3ccccc3NC(=O)C2(C)C)cc1	-3	106	0.1	1	5	79	101	7	0

Next entries
Structure	MCL1-BIM inh	CIT2 TOR yeast	MEX-5 binding	GLD-1 RNA inh	VLA-4 inh	CR mimetic SO	AGP1 TOR yeast	Bcl-xL primary	GRK2 aptamer HTS
Cc1ccccc1N1CC(C(=O)N2CC(C)OC(C)C2)CC1=O (stereo not given)	-1	102	-1.5	6	22	98	101	2	0
Cc1nn(CC(C)C(=O)N2CCN(S(=O)(=O)c3ccc(Cl)cc3)CC2)c(C)c1C (stereo not given)	-2	94	-1.1	-5	-7	92	103	3	0
COc1ccc(/C=C(\NC(=O)c2ccc(Cl)cc2)C(=O)NCCCn2ccnc2)cc1OC	5	101	0.2	4	3	104	96	0	0
CC1CCCCN1C(=O)CSc1nnc2c(n1)[nH]c1ccc(F)cc12 (stereo not given)	9	100	-1.3	-5	32	101	103	5	4
COc1ccc(C)cc1NC(=O)c1cc(S(=O)(=O)N2CCCC2)cn1C	1	100	2.6	7	-13	96	100	0	0
COc1cccc(CN2CC(C(=O)N(C)CC3CCOCC3)CCC2=O)c1 (stereo not given)	-3	95	-1.3	0	17	88	97	-2	0
COc1ccc(/C=N\Nc2ccc([N+](=O)[O-])cc2[N+](=O)[O-])c(C(=O)O)c1OC	-5	111	1.4	2	3	98	93	-10	2
Cc1cccc2cc(-c3nc4ccc(C(=O)O)cc4[nH]3)c(=O)oc12	10	79	-2.1	-12	-4	119	84	7	2
N#CCC(=O)Nc1ccc(C(=O)NCc2cccc(Cl)c2)cc1	-14	96	2.9	-5	5	104	101	-9	0
Cn1cc(C2N3CC4(C)CN2CC(C)(C3)C4=O)c2ccccc21 (stereo not given)	6	108	1.0	8	-16	95	97	8	2
COc1ccc2cc(CN(CC3CCCO3)C(=S)NCc3ccco3)c(=O)[nH]c2c1 (stereo not given)	5	99	-3.1	-6	15	107	101	5	0
NC(=O)[C@@H]1CCCCNc2c(I)cc([N+](=O)[O-])cc2C(=O)N[C@@H](CCC(=O)O)C(=O)N[C@@H](CO)C(=O)N1	15	96	-6.3	3	-8	91	99	12	1
Cc1cccc(C(=O)NNC(=O)C2CC2)c1	0	104	1.3	0	2	95	107	3	0
CCCCCCSc1ncc(C#N)c(N)n1	4	95	-1.0	1	-1	96	96	0	1
O=C(CCNS(=O)(=O)c1cccs1)NCc1cccs1	9	102	1.8	-8	2	111	103	-1	0

Profiles from above. Values in the order: MCL1-BIM inh, CIT2 TOR yeast, MEX-5 binding, GLD-1 RNA inh, VLA-4 inh, CR mimetic SO, AGP1 TOR yeast, Bcl-xL primary, GRK2 aptamer HTS
Profile of `COc1ccc(C(=O)N2c3ccccc3C=CC2C#N)cc1` (stereo not given) → 17, 110, -0.9, 0, -6, 115, 111, 1, 4
Profile of `N#C/C(=C\c1ccc(-c2cccc(Cl)c2)o1)C(=O)Nc1cccc2cccnc12` → -3, 93, -0.1, -1, 2, 104, 97, 3, 0
